MrgX1 allo act – human MrgX1 positive allosteric modulation, primary screen | MrgX1-HEK293, Fluo-4 calcium flux, FDSS; hits give high values | AID 588675 | B-score at 10 µM | hit rate 0.63% among 310,000 | Q96LB2;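 active = plate-corrected calcium response at least 3 library SD above typical, normal starting fluorescence, not activating the receptor alone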;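 note: compound read alongside a low EC10 to EC30 dose of BAM8-22 agonist; peak minus trough fluorescence over baseline measured at the second addition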
Target sequence (Q96LB2 whole entry, looked up): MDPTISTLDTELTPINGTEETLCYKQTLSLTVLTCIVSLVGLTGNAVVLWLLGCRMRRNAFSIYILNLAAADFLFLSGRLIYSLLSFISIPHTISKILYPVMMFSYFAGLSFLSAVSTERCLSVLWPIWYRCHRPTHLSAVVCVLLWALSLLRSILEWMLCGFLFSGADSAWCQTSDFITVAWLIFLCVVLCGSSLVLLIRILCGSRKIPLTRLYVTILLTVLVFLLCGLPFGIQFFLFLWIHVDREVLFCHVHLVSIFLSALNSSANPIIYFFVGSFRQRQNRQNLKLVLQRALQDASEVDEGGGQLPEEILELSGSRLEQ
TRPC6 act – activates the mouse TRPC6 cation channel | Q61143 | HEK293-TRPC6 membrane potential dye fluorescence; hits give high values | B-score at 10 µM | hit rate 0.13% among 310,000 | AID 2550;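 active = B-score of the integrated fluorescence ratio above library mean plus 3 SD, and starting fluorescence ratio within library mean plus 5 SD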;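 note: higher score means more depolarization so channel activation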
SKKanGAS inh – blocks kanamycin growth of S. pyogenes SKKanGAS strain; BacTiter-Glo, 6 h; inhibition, % at 7.5 µM; hit rate 1.3% among 300,000;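 active = mean replicate score, as percent of positive control median, at least 50; inconclusive = mean below 50 but one replicate at or above 50; inactive = mean and every replicate below 50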;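 note: strain carries kanamycin resistance gene driven by streptokinase promoter and grows in 40 µg/ml kanamycin; loss of luminescence reflects streptokinase promoter inhibition or plain growth inhibition; 0% = median of DMSO wells and 100% = positive control at its reference dose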
TRPC6 inhibitor – blocks the mouse TRPC6 cation channel; Q61143; HEK293-TRPC6, membrane potential dye, ACh-evoked depolarization; hits give low values; B-score at 10 µM; hit rate 1.1% among 310,000;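 active = B-score under library mean minus 3 SD, initial fluorescence not abnormally high, positive integrated signal ratio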;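 note: B-score derived from integrated fluorescence ratio over the kinetic read; more negative B-score means stronger inhibition of depolarization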
RGS4 block – human RGS4 inhibition. HEK293 M3R/RGS4 inducible, Fluo-4 calcium flux; hits give high values; triggered by carbachol at its EC20. B-score at 10 µM. hit rate 0.45% among 310,000;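 active = B-score, a plate-corrected calcium signal, over three deviations above library mean, with baseline fluorescence within five deviations of library mean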;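 note: RGS4 expression induced by doxycycline in cells with stable M3 receptor; B-score is computed from the integrated fluorescence ratio over baseline after carbachol; higher B-score means a larger calcium signal and so more RGS4 inhibition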
Target sequence (P49798 whole entry, looked up): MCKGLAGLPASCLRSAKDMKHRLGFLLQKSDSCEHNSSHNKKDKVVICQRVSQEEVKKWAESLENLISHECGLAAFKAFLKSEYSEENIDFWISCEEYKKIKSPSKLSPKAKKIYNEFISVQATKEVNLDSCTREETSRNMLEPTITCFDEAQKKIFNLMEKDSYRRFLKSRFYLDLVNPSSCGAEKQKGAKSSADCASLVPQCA
HDAC3 inhib – inhibitors of human histone deacetylase 3. O15379. recombinant HDAC3, fluorogenic peptide/trypsin coupled, fluorescence. inhibition, % at 8.3 µM. hit rate 0.15% among 320,000. AID 2718; in the data active = inhibition above about 26%, passing the limit was not always enough; inconclusive = no clear call, values can overlap the other calls
Target sequence (O15379 whole entry, looked up): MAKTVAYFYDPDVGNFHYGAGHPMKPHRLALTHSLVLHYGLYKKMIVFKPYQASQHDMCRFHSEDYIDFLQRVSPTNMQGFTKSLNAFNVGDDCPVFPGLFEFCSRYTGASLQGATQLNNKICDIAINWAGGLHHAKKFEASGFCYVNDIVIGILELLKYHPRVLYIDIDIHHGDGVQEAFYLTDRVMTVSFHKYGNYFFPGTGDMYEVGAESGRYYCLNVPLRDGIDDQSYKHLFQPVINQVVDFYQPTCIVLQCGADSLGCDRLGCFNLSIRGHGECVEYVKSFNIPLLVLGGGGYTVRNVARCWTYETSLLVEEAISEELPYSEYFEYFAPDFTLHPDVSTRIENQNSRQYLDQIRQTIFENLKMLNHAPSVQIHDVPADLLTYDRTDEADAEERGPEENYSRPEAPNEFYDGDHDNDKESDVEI
RGS4 act – RGS4 potentiation or activation; B-score at 10 µM; hit rate 0.92% among 310,000; HEK293 M3R/inducible RGS4, carbachol calcium flux Fluo4; hits give low values;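 active = B-score of the integrated calcium signal more than 4 SD below the library mean, with starting fluorescence not abnormally high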;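 note: negative B-score means reduced calcium response which marks RGS4 activation or potentiation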
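System: HEK293 FlpIn-TREx cells, stable M3R, doxycycline-inducible RGS4. Timing: overnight RGS4 induction, 30 min dye load 37 °C, 20 min compound RT. Also added: carbachol, ECmax concentration. Measured by: Fluo4 fluorescence kinetic imaging of calcium. Evaluation: integrated calcium ratio converted to B score.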
MrgX1 ag – human MrgX1 receptor agonism, primary screen; Q96LB2; MrgX1-HEK293 cells, Fluo-4 calcium fluorescence, agonist mode; hits give high values; B-score at 10 µM; hit rate 0.44% among 310,000;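 active = calcium response B-score plate-corrected fluorescence ratio at least 3 library SD, with starting fluorescence B-score inside 5 SD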
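Assay system: MrgX1-expressing HEK293 cells / Amount: fifteen thousand cells per well / Doses: test compound in the initial addition of three / Timing: cells plated overnight, dye loaded 0.5 h 37 °C, 0.5 h room temperature / Technique: kinetic calcium dye fluorescence, Fluo-4 NW / Control set: positive and negative controls per plate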
MrgX1 antag – blocks BAM8-22 activation of human MrgX1 receptor | Q96LB2 | MRGX1-HEK293 calcium flux, Fluo-4, BAM8-22 antagonism; hits give low values | B-score at 10 µM | hit rate 1.3% among 310,000;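 active = calcium-response B-score plate-corrected more than 3 library SD below zero, starting fluorescence within 5 deviations, no agonist response on first addition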;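 note: peak minus trough fluorescence over baseline after final BAM8-22 challenge near maximal dose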
TMEM16A act – activates or potentiates the mouse TMEM16A chloride channel; Q8BHY3; HEK293 TMEM16A/YFP-H148Q/I152L, iodide quench fluorescence; hits give low values; B-score at 10 µM; hit rate 0.3% among 340,000; AID 623877;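 active = fluorescence-ratio B-score plate-corrected deviation score at least 3 library SD below zero, with starting fluorescence score within 5 deviations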;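 note: channel opened by trigger with iodide after compound preincubation; score built on the fluorescence ratio of max minus min over baseline; more negative score means more quench and so TMEM16A activation or potentiation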
ANO1 block – inhibitors of mouse TMEM16A calcium-activated chloride channel; AID 588511; Q8BHY3; hit rate 1.2% among 310,000; normalized B-score (activity score, 25-100; higher = stronger inhibition) at 10 µM; HEK293 TMEM16A/YFP iodide influx fluorescence, ionomycin;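 active = ratio plate-corrected score three or more library SD toward inhibition, starting fluorescence score within five deviations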;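 note: score derived from kinetic fluorescence span divided by baseline fluorescence per well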
Starred values were filed as active, the others as inactive; i = inactive; ? = inconclusive; / = not tested or not shown. Hits appear at their usual frequency; overall some 6.7% were active at least once.

SMILES | MrgX1 allo act | TRPC6 act | SKKanGAS inh | TRPC6 inhibitor | RGS4 block | HDAC3 inhib | RGS4 act | MrgX1 ag | MrgX1 antag | TMEM16A act | ANO1 block
O=C(Cc1ccccc1)Nc1ccnn1C1CCN(Cc2ccc(CO)o2)CC1 | i | i | 19.0 | i | i | 3.1 | i | i | i | i | i
COc1ccc(NC(=O)[C@H](CCS(C)(=O)=O)N2Cc3ccccc3C2=O)c(OC)c1 | i | i | -4.0 | i | i | -1.3 | i | i | i | i | i
COC(=O)c1c(NC(=O)CSc2nnc3ccccn23)sc2c1CCC2 | i | i | 1.5 | i | i | -2.3 | i | i | i | i | i
COc1ccc(-c2csc(NC(=O)CN3C(=O)C4CCCCC4C3=O)n2)c(OC)c1 (stereo unspecified) | i | i | 2.5 | i | i | -1.1 | i | i | i | i | i
Clc1ccccc1C(c1ccccc1)(c1ccccc1)n1ccnc1 | i | i | 49.9* | i | i | 12.8 | i | i | i | i | i
COc1ccccc1N1CCN(C(=O)c2ccc(N3CCCCS3(=O)=O)cc2)CC1 | i | i | -0.8 | i | i | 5.1 | i | i | i | i | i
Cc1ccc(C(=O)NC(C)c2ccc(C)c(C)c2)s1 (stereo unspecified) | i | i | -0.4 | i | i | 1.6 | i | i | i | i | i
C=Cc1ccc(C(=O)N2CCCC(Nc3ccc4c(c3)OCCO4)C2)cc1 (stereo unspecified) | / | i | -6.4 | i | i | / | i | / | / | i | /
COc1ccc(CNC(=S)Nc2ccc(F)c(Cl)c2)cc1 | i | i | 5.4 | i | i | / | i | i | i | i | i
Cc1c(N=C2N=C(NC(=O)NC(C)(C)C)c3ccccc32)c(=O)n(-c2ccccc2)n1C | i | i | 19.4 | i | i | 1.6 | i | i | i | i | i
Cc1cc(C)nc(SCC(=O)N(C)C)n1 | i | i | 3.7 | i | i | -3.2 | i | i | i | i | i
O=[N+]([O-])c1ccc(N2CCCC2)cc1N1CCCC1 | i | i | 6.0 | i | i | 5.7 | i | i | i | i | i
O=C(c1ccc2ccccc2c1)C1CCCN(C(=O)c2cccnc2)C1 (stereo unspecified) | i | i | -3.8 | i | i | -2.6 | i | i | i | i | i
CC(Oc1ccccc1)C(=O)N=C1SC2CS(=O)(=O)CC2N1CCc1ccccc1 (stereo unspecified) | i | i | 3.0 | i | i | 0.9 | i | i | i | i | i
COc1ccc(CN2CCN(Cc3cc4ccccc4o3)CC2CCO)c(F)c1 (stereo unspecified) | i | i | 1.1 | i | i | -0.9 | i | i | i | i | i
COCCNC(=O)C(=O)Nc1ccc(Br)cc1 | i | i | 0.9 | i | i | 0.7 | i | i | i | i | i
Cc1n[nH]c(=O)c2c(NC(=O)COC(=O)Cc3ccc(Cl)cc3Cl)oc(C)c12 | i | i | 2.0 | i | i | 10.0 | i | i | i | i | i
O=C(Nc1ccccc1)O/N=C/c1ccc(F)cc1 | i | i | -5.3 | i | i | 2.0 | i | i | i | i | i
Cn1ccnc1Sc1nc(Nc2cccc(Cl)c2)nc(N2CCOCC2)n1 | i | i | 7.2 | i | i | 5.0 | i | i | i | i | i
CN(CC(=O)Nc1ccc(C#N)cc1)Cc1ccc(Cl)cc1 | i | i | -1.5 | i | i | ? | i | i | i | i | i
CCCC1=NN2C(=N)/C(=C\c3cc(C)n(-c4cc(C)cc(C)c4)c3C)C(=O)N=C2S1 | i | i | 72.3* | i | i | -0.7 | -8.56* | i | i | i | i
COc1cc(/C=C/C(=O)O)cc(S(=O)(=O)N2CCc3ccccc32)c1OC | i | i | -0.7 | i | i | 4.7 | i | i | i | i | i
COc1ccc(Cl)cc1S(=O)(=O)N1CCCC(C(=O)NCC(N)=O)C1 (stereo unspecified) | i | i | 9.2 | i | i | -1.8 | i | i | i | i | i
Cc1ccc(C(C(=O)NC(C)(C)C)N(Cc2ccco2)C(=O)Cn2nnc(-c3cccs3)n2)cc1 (stereo unspecified) | i | i | 0.6 | i | i | -0.1 | i | i | i | i | i
COc1ccc(-c2nnc3sc(-c4ccco4)nn23)cc1OC | i | i | -2.6 | i | i | 2.6 | i | i | i | i | i
CC(=O)Nc1c(-c2ccccc2)nc2cc(C)ccn12 | i | i | -3.1 | i | i | -13.3 | i | i | i | i | i
CCN1C(=O)/C(=C/c2ccc(C)s2)NC1=S | i | i | -7.3 | i | i | ? | i | i | i | i | i
NC(=O)CNC1CC(=O)N(CCc2ccccc2)C1=O (stereo unspecified) | i | i | -3.7 | i | i | 0.9 | i | i | i | i | i
CC(=O)Nc1nc(-c2ccc(Br)s2)cs1 | i | i | 6.1 | i | i | -1.0 | i | i | i | i | i
CCn1cc(C(=O)NCCCOC)c(=O)c2cc(S(=O)(=O)N(C)C)ccc21 | i | i | -2.9 | i | i | -1.3 | i | i | i | i | i
CCOc1ccc(OCCCC(=O)N2CCN(S(=O)(=O)c3ccc(Cl)cc3)CC2)cc1 | i | i | -4.1 | i | i | 21.6 | i | i | i | i | i
CCN(CC)S(=O)(=O)c1cccc(NC(=O)Nc2cccc(C(F)(F)F)c2)c1 | i | i | 34.7 | i | i | ? | i | i | -5.17* | i | 100*
COC(=O)CSc1nnc(CNS(=O)(=O)c2ccc(Cl)cc2)n1C | i | i | 1.5 | i | i | -10.3 | i | i | i | i | i
CN(CC(=O)Nc1ccc(S(=O)(=O)N2CCCC2)cc1)Cc1ccc(Cl)cc1Cl | i | i | 5.2 | i | i | 2.2 | i | i | i | i | i
CCOc1ccc(N(CC(=O)NC2CCCC2)C(=O)CCC(=O)Nc2nc(C)cs2)cc1 | i | i | -13.7 | i | i | -2.1 | i | i | i | i | i
O=C(NCC1CCN(S(=O)(=O)c2ccccc2)CC1)Nc1ccc(F)cc1F | i | i | 7.9 | i | i | 0.4 | i | i | i | i | i
O=C(NCCCN1CCCC1=O)Nc1cc(Cl)ccc1Cl | i | i | 30.4 | i | i | -9.6 | i | i | i | i | i
CCN(CC(=O)Nc1ccc(S(=O)(=O)N2CCCC2)cc1)Cc1ccccc1 | i | i | 9.7 | i | i | 3.6 | i | i | i | i | i
Cc1ccccc1N1CCN(S(=O)(=O)c2nnc(NC(=O)CC(C)C)s2)CC1 | i | i | 3.2 | i | i | / | i | i | i | i | i
c1nc2ccc(Cc3ccc4nc[nH]c4c3)cc2[nH]1 | i | i | 6.6 | i | i | 11.2 | i | i | i | i | i
O=C(C1CC1)N1CCc2cc(Br)cc(S(=O)(=O)NC3CCCCC3)c21 | i | i | 3.1 | i | i | -3.0 | i | i | i | i | i
CCc1ccc(C(=O)COC(=O)CNC(=O)c2ccc(Br)o2)cc1 | i | i | -7.2 | i | i | 0.4 | i | i | i | i | i
CCN(CC)S(=O)(=O)c1ccc(N2CCOCC2)c(NC(=O)CC23CC4CC(CC(Br)(C4)C2)C3)c1 | i | i | 8.2 | i | i | 3.4 | i | i | i | i | i
O=C(CCCN1Cc2ccccc2C1)c1ccc(F)cc1 | i | i | -1.3 | i | i | -5.6 | i | 37.8* | i | i | i
COC(=O)c1ccc(NC(=O)C(=O)c2cn(CC(=O)N3CCOCC3)c3ccccc23)cc1 | i | i | -7.5 | i | i | -5.0 | i | i | i | i | i
CCOC(=O)Cn1c(=NC(=O)c2cc(-c3cccs3)nc3ccccc23)sc2cc(S(N)(=O)=O)ccc21 | i | i | 19.5 | i | i | -1.4 | i | i | i | i | i
CC(NCC1COc2ccccc2O1)C1COc2ccccc2O1 (stereo unspecified) | i | i | 1.9 | i | i | 1.6 | i | i | i | i | i
CCS(=O)(=O)c1ccc2c(c1)N(S(=O)(=O)c1ccc(C)cc1)CC(C(=O)O)O2 (stereo unspecified) | i | i | -0.6 | i | i | -0.8 | i | i | i | i | i
COc1cccc(CNC(=O)Cc2nc3nc(C)cc(C)n3n2)c1 | i | i | -2.6 | i | i | 1.0 | i | i | i | i | i
Cc1nc2cc(CC(=O)O)ccc2o1 | i | i | -17.1 | i | i | 6.6 | i | i | i | i | i
CCN(Cc1ccccc1)S(=O)(=O)c1ccc(C(=O)N(CCCN(C)C)c2nc3cc(C)cc(C)c3s2)cc1 | i | i | 33.9 | i | i | 14.8 | i | i | i | i | i
CC(C)(C)NCC(O)COc1c(F)cc(Br)cc1F (stereo unspecified) | i | i | -1.1 | i | i | -1.4 | i | i | i | i | i
O=c1[nH]c(=O)n(Cc2ccco2)c2c1C(C(F)(F)F)(C(F)(F)F)N=C(c1ccc(F)cc1)N2 | i | i | 1.6 | i | i | -36.8 | i | i | i | i | i
CCCN1CCC(NC(=O)c2cccc(Oc3ccccc3)c2)CC1 | i | i | -2.9 | i | i | 2.3 | i | i | i | i | i
CCN1C(=O)N(CC)C2C1N(C(C)=O)C(=O)N2C(C)=O (stereo unspecified) | i | i | -14.9 | i | i | -4.1 | i | i | i | / | i
Cc1cccc(-c2nc(CN3CCN(C(=O)C4CCCO4)CC3)cs2)c1 (stereo unspecified) | i | i | -9.5 | i | i | -8.4 | i | i | i | i | i
CC(C)C(C)NC(=O)CN1C(=O)NC2(CCc3ccccc3C2)C1=O (stereo unspecified) | i | i | 1.3 | i | i | -2.5 | i | i | i | i | i
O=C(CCNC(=O)c1ccc(Cl)cc1)Nc1c(F)c(F)cc(F)c1F | i | i | -10.5 | i | i | 2.8 | i | i | i | i | i
COc1ccc(N2C(=O)CSC2c2ccc(F)c(F)c2)cc1 (stereo unspecified) | i | i | -0.4 | i | i | -2.8 | i | i | i | -8.5* | i
COc1ccc(-n2c(Cc3cccn3C)nnc2SCC(=O)NC2CCCCC2)cc1 | i | i | -1.7 | i | i | -6.5 | i | i | i | i | i
Next records follow:
SMILES | MrgX1 allo act | TRPC6 act | SKKanGAS inh | TRPC6 inhibitor | RGS4 block | HDAC3 inhib | RGS4 act | MrgX1 ag | MrgX1 antag | TMEM16A act | ANO1 block
O=C(NCc1ccc(F)cc1)c1cnc(Cl)c(Cl)c1 | i | i | -5.9 | i | i | 5.5 | i | i | i | i | i
COc1cc2c(cc1OC)C(c1ccccc1F)OC(=O)C2 (stereo unspecified) | i | i | -12.5 | i | i | 1.7 | i | i | i | i | i
Fc1ccc(/C=C\c2nccc3c2[nH]c2ccccc23)cc1 | i | i | 26.1 | i | i | 2.4 | i | i | i | i | i
CS(=O)(=O)c1ccc(Cl)c(NC(=O)CN2C(=O)C3CCCCC3C2=O)c1 (stereo unspecified) | i | i | 1.8 | i | i | 1.3 | i | i | i | i | i
Cc1ccc(/C=C/C(=O)c2nc3ccccc3[nH]2)cc1 | i | i | -17.7 | i | i | -5.9 | i | i | i | i | i
COc1ccccc1NC(=O)/C(=N/OCc1ccc(C#N)cc1)C(C)=O | i | i | -10.2 | i | i | -0.5 | i | i | i | i | i
